Screening results (PubChem BioAssay)
Giardia FBPA inh – Giardia lamblia aldolase inhibition. A8B2U2. purified Giardia FBPA. Potency, µM (series often up to 59.6 µM), for the others: at the top dose activity, negative = inhibition, hits mostly inhibitors. hit rate 0.71% among 290,000; also: potency is read from the fitted curve at half-maximal effect; nearly all actives have a fitted effect of over 55% in size
Target sequence (A8B2U2 whole entry, looked up): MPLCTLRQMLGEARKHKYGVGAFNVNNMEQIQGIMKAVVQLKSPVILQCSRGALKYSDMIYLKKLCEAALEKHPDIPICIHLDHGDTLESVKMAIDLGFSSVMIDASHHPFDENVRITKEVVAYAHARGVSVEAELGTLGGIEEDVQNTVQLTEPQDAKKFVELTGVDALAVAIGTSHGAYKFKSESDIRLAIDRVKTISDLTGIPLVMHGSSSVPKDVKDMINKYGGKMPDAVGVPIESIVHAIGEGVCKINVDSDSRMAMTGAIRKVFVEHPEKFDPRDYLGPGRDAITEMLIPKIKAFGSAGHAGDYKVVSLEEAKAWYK
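Giardia FBPA (40 nM reagent) was preincubated 10 min at RT with compound (up to 57.5 uM final), then substrate plus GAPDH/TPI/NAD/arsenate coupling system with diaphorase/resazurin was added; resorufin fluorescence (525/598 nm) was read after 20 min.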
AmpC inh detg – inhibitors of E. coli AmpC beta-lactamase with detergent | P00811 | AmpC hydrolysis of nitrocefin, absorbance 480 nm, 0.01% Triton | Potency, µM (titrated, usually from 114 µM), inactives show top-dose activity change, negative = inhibition, actives largely listed as inhibitors | hit rate 0.041% among 370,000;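 also: potency is read from the fitted curve at half-maximal effect; 0% = no-compound wells and -100% = no-enzyme wells; nearly all actives have a fitted effect of over 25% in size; some results filed as inactive show a strong effect at the top dose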
Target sequence (P00811 whole entry, looked up): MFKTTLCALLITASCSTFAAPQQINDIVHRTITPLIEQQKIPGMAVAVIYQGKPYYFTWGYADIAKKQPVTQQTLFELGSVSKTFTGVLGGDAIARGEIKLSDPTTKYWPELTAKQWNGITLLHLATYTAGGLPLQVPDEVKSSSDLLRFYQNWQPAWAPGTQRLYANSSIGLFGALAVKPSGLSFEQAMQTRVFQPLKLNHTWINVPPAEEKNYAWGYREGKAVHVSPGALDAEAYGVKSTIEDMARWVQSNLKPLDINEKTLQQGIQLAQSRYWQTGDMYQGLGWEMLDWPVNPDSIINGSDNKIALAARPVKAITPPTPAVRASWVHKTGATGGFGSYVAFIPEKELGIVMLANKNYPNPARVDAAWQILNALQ
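AmpC (5.3 nM in the dispensed reagent) in 20 mM phosphate pH 7.0 with 0.01% (detergent screen) or 0.0001% Triton X-100 was preincubated with compounds for 15 min at room temperature. Nitrocefin was then added from an 800 uM solution, and hydrolysis was followed at 480 nm.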
HCV inh – blocks hepatitis C virus; hit rate 3.4% among 340,000; AID 651820; Huh7.5.1 HCVcc-Cre infection, luciferase reporter, 44 h; Potency, µM (titrated, usually from 41.8 µM), without a hit: top-dose activity change, negative = inhibition, actives largely listed as inhibitors; also: potency is read from the fitted curve at half-maximal effect
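Compounds are dispensed onto cells plated 4 h earlier at 1,000 per well, with HCVcc-Cre virus (about 0.5 moi) added next. Following 44 h of culture, luminescent signal is measured for 15 sec after 15 min with substrate at room temperature.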
Sm TGR inh – inhibitors of Schistosoma mansoni thioredoxin glutathione reductase | hit rate 3% among 360,000 | purified TGR, DTNB reduction, TNB absorbance 405 nm | Q962Y6 | Potency, µM (highest dose often 114 µM), without a hit: at the top dose activity change, negative = inhibition, hits mostly inhibitors; also: potency is read from the fitted curve at half-maximal effect; nearly all actives have a fitted effect of over 60% in size
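TGR 20 nM + NADPH 100 uM (dispensed conc.), cpd preinc 15 min RT; start with NADPH (500 uM addition) then DTNB (15 mM addition). Kinetic TNB absorbance, 405 nm filter. Four-parameter Hill fit across titration.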
HCMV inh – human cytomegalovirus inhibition; HFF cells, HCMV-luciferase reporter, 72 h; stronger effect = lower value; activity change, negative = inhibition, % at 57.5 µM; hit rate 4.5% among 410,000; AID 1259415; in the data active = activity change below about -60%; inconclusive = no clear call, values can overlap the other calls; inactive = above about -39%
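Screen run at 2 compound doses on HFFs infected with reporter HCMV, MOI 1 PFU/cell. Luciferase activity from cell lysates at 72 h post infection gave inhibition relative to buffer-only and Salinomycin wells.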
AmpC inh no detg – AmpC beta-lactamase inhibition without detergent; P00811; AmpC nitrocefin hydrolysis, absorbance 480 nm, 0.0001% Triton; Potency, µM (doses to about 57.1 µM), inactives show at the top dose activity change, negative = inhibition, hits mostly inhibitors; hit rate 0.52% among 330,000; AID 485341;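 also: potency is read from the fitted curve at half-maximal effect; plate controls were no compound for no effect and no enzyme for full effect; nearly all actives have a fitted effect of over 20% in size; some results filed as inactive show a strong effect at the top dose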
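AmpC (5.3 nM in the dispensed reagent) in 20 mM phosphate pH 7.0 with 0.01% (detergent screen) or 0.0001% Triton X-100 was preincubated with compounds for 15 min at room temperature. Nitrocefin was then added from an 800 uM solution, and hydrolysis was followed at 480 nm.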
* hit, by the source's call; ? = inconclusive; / = not tested or not shown; & = joins results of further samples; [ ] = remark or other dose. Unless noted, calls follow the shape of the dose curve; as a rule, active = well fitted curve in the direction sought with a large enough effect; inconclusive = small, poorly fitted or top-dose-only effect, or another doubt; inactive = no such curve, though single readings can be large; an effect the other way counts as inactive or inconclusive. Unless noted, % is scaled to controls: 0 for no effect and ±100 for the full control effect. Rows were taken by chance (roughly 9.9% active in at least one column).

item	compound	Giardia FBPA inh	AmpC inh detg	HCV inh
1	COc1ccc(C(O)c2ccccc2OP(=O)(N(C)C)N(C)C)cc1 (configuration not stated)	4%	2%	24%
2	CNC(=O)c1cc(C(=O)c2ccc(Cl)cc2)c(Br)[nH]1	-13%	1%	7%
3	O=C(NCc1ccc(Cl)cc1)C(=O)c1cn(CC(=O)N2CCOCC2)c2ccccc12	/	-2%	-11%
4	Cc1cc(=O)oc(C)c1C(=O)Nc1ccc(N(C)C)cc1	4%	-8%	13%
5	CN(C)CC#CCn1c2ccccc2c2ccccc21	-11%	-5%	-1%
6	CCCCn1c(N)c(N(CC(C)C)C(=O)c2ccc(C)o2)c(=O)[nH]c1=O	/	-3%	0%
7	Cc1cc(C)n(CCCNC(=O)c2ccc3c(c2)NC(=O)CS3)n1	0%	-4%	4%
8	Cc1ccc(OCCn2c(SCCO)nc3c(N)ncnc32)cc1	7%	?	?
9	Cn1cnnc1SC(C(=O)Nc1ccc(F)cc1)c1ccccc1 (configuration not stated)	1%	?	5%
10	COc1ccc(-c2cc(=O)c3c(OC)c(OC)c(OC)c(OC)c3o2)cc1OC	0%&2%&1%	?	?
11	CCCn1c(N)c(N(CCOC)C(=O)c2c(CC)noc2C)c(=O)[nH]c1=O	/	-9%	6%
12	Cc1cccc(NC(=O)COC(=O)C2COc3ccccc3O2)c1C (configuration not stated)	/	/	25%

item	Sm TGR inh	HCMV inh	AmpC inh no detg
1	2%	69	-5%
2	-18%	38	-22%
3	-8%	-87*	131%[activator]
4	5%	-26	-9%
5	?	36	72%[activator]
6	-1%	0	-8%
7	4%	18	-36%
8	5%	-28	-6%
9	-26%	-26	2%
10	5%&-3%	26	196%&188%[activator]
11	1%	-17	-18%
12	/	-10	-19%

Carrying on:
item	compound	Giardia FBPA inh	AmpC inh detg	HCV inh
13	Cc1nc2ccccc2c(=O)n1N	9%	-8%	6%
14	COc1cc(C(=O)NNC(=O)C2CC2)cc(OC)c1OC	-13%	-4%	-1%
15	O=[N+]([O-])c1ccc(C[n+]2cc(-c3ccc(Cl)c(Cl)c3)n3c2CCCCC3)cc1	5%	1%	4%
16	O=C(Nc1ccc2oc(-c3cccc(F)c3)nc2c1)c1ccc2ccccc2c1	/	8%	/
17	COc1ccc(Nc2nnc(SCC(=O)Nc3ccc4[nH]c(=O)[nH]c4c3)s2)cc1	-10%	4%	-8%
18	Cc1cccc(CN2CCSc3sccc3C2=O)c1	-2%	4%	-4%
19	CCOc1cccc(=O)c2c(C)oc(C)c12	-21%	2%	-4%
20	Cc1cc(C(=O)Nc2ccc(C)c(S(=O)(=O)N3CCOCC3)c2)c(C)o1	1%	-16%	4%
21	CCOc1cc(/C=C2/C(=O)ON=C2C)ccc1OCc1ccc(F)cc1	-16%	1%	?
22	CCc1ccc(-n2c(SCc3c(C)noc3C)nnc2-c2ccncc2)cc1	1%	-11%	-12%
23	COc1ccc(C2=C(Nc3ccccc3)c3ccccc3C2=O)cc1	1%	?	-9%
24	CC(=O)N1CCc2cc(S(=O)(=O)CCC(=O)Nc3ccccc3F)ccc21	-6%	-11%	19%

item	Sm TGR inh	HCMV inh	AmpC inh no detg
13	-4%	26	-16%
14	0%	0	-10%
15	8%	-16	73%[activator]
16	6%	-1	/
17	3%	12	-31%
18	3%	?	-22%
19	?	0	-14%
20	5%	-7	-16%
21	0%	-97*	-12%
22	-13%	-18	33%
23	-2%	35	-23%
24	-19%	-30	-10%

Overlap with the part before: 4 compounds, then new ones.
item	compound	Giardia FBPA inh	AmpC inh detg	HCV inh
21	CCOc1cc(/C=C2/C(=O)ON=C2C)ccc1OCc1ccc(F)cc1	-16%	1%	?
22	CCc1ccc(-n2c(SCc3c(C)noc3C)nnc2-c2ccncc2)cc1	1%	-11%	-12%
23	COc1ccc(C2=C(Nc3ccccc3)c3ccccc3C2=O)cc1	1%	?	-9%
24	CC(=O)N1CCc2cc(S(=O)(=O)CCC(=O)Nc3ccccc3F)ccc21	-6%	-11%	19%
25	Nc1c(C(=O)Nc2cccc(F)c2)sc2nc(-c3cccs3)ccc12	/	10%	/
26	COc1ccc(-n2c(C)nc3cc(C(=O)NCCN4CCOCC4)ccc32)cc1	2%	2%	1%
27	O=C(COC(=O)/C=C/c1ccccc1)NC(=O)NCc1ccccc1	/	-15%	7%
28	CCCCOP(=O)(c1ccc(N(C)C)cc1)C(O)c1ccc(N(C)C)cc1 (configuration not stated)	0%	-1%	3%
29	COc1ccc(C(=O)NCC(=O)N2CCN(c3ccccc3)CC2)cc1	7%	-7%	0%
30	O=C(/C=C/c1ccccc1Cl)NCCc1ccc(F)cc1	1%	0%	-9%
31	COc1ccc(Cn2c(C(=O)O)c(CNC3CCCC3)c3ccc(C)cc32)cc1	/	14%	/
32	O=C(CSc1nc2ccc(Nc3nc(N4CCOCC4)nc(N4CCOCC4)n3)cc2s1)N1CCOCC1	-7%	-8%	1%
33	O=C1CC(N2CCSCC2)C(=O)N1c1cccc(Cl)c1 (configuration not stated)	4%	4%	3%
34	CCCC(=O)n1nc(-c2ccc(OC)cc2)nc1N	4%	-14%	4%
35	Cn1nc(C(=O)NNC(=O)c2ccc(Cl)c(S(N)(=O)=O)c2)c2ccccc2c1=O	/	5%	-10%
36	CCN1CCN(c2nc3ccccc3nc2C(C#N)S(=O)(=O)c2ccc(C)cc2)CC1 (configuration not stated)	-4%	-17%	8%

item	Sm TGR inh	HCMV inh	AmpC inh no detg
21	0%	-97*	-12%
22	-13%	-18	33%
23	-2%	35	-23%
24	-19%	-30	-10%
25	8%	-34	/
26	0%	-10	25%
27	-9%	?	-34%
28	7%	31	38%
29	0%	20	-22%
30	-5%	-21	-26%
31	0%	5	/
32	5%	-29	-22%
33	28µM*	-14	-8%
34	0%	?	-28%
35	3%	23	-18%
36	2%	15	57%

(further entries)
item	compound	Giardia FBPA inh	AmpC inh detg	HCV inh
37	CCOC(=O)N1CCN(c2c(N3CCc4ccccc43)c(=O)c2=O)CC1	2%	-12%	3%
38	CCCNCC(=O)Nc1cccc(S(=O)(=O)NC2=NCCCCC2)c1	/	/	0%
39	Cc1coc2cc3oc(=O)c(CCC(=O)N4CCCCC4)c(C)c3cc12	/	12%	/
40	Cc1sc2nc(SCCN(C)C)n(-c3ccccc3)c(=O)c2c1-c1ccc(F)cc1	11%	-3%	7.1µM*
41	COc1ccccc1C(=O)Nc1ccc(C(=O)OCc2cc(=O)n3c4c(sc3n2)CCCC4)cc1	/	-2%	/
42	COc1ccccc1CN1C(=O)c2ccccc2C1C(=O)NC1CCC(C)CC1 (configuration not stated)	1%	2%	2%
43	COc1ccc(OC)c(C(O)c2nc3ccccc3n2C)c1 (configuration not stated)	-26%	-1%	-1%
44	COc1ccc(-n2ccnc2SCC(=O)Nc2cccc(OC)c2)cc1	/	1%	/
45	CC(OC(=O)CN(C)S(=O)(=O)c1ccc(Cl)cc1)C(=O)Nc1ncc(Cl)cc1Cl (configuration not stated)	2%	-2%	22%
46	COc1ccccc1NC(=O)c1ccc2[nH]c(C)c(C)c2c1	-19%	1%	?
47	COC(=O)C1CCN(S(=O)(=O)c2cn(C)c(=O)n(C)c2=O)CC1	2%	?	9%
48	O=C(COc1ccc(-n2cnnn2)cc1)Nc1ccccc1Cl	7%	?	12%

item	Sm TGR inh	HCMV inh	AmpC inh no detg
37	5%	15	0%
38	/	0	-26%
39	9%	19	/
40	-16%	?	28%
41	0%	15	/
42	6%	-33	2%
43	0%	43	1%
44	-2%	?	/
45	11%	29	34%
46	-3%	81	-25%
47	8%	24	-5%
48	1%	11	-13%

Other compounds:
item	compound	Giardia FBPA inh	AmpC inh detg	HCV inh
49	CCOc1ccc(NS(=O)(=O)c2ccc(NS(C)(=O)=O)cc2)cc1	9%	?	11%
50	CC(=O)Nc1cc(C(F)(F)F)ccc1Oc1cccc(Br)c1	/	5%	-27%
51	O=C(Cc1c(O)c2ccccc2[nH]c1=O)NCc1cccc(F)c1	-3%	-18%	11%
52	COc1cccc(C(=O)NNC(=O)C2CC(C)=C(C)CC2C(=O)O)c1 (configuration not stated)	5%	?	13%
53	Cc1cc(C)c(NC(=O)c2ncoc2-c2ccco2)c(C)c1	/	11%	/
54	C=CCn1c(SC)nnc1-c1ccc2ncccc2c1	0%	-1%	10%
55	CC(C)(C)C(=O)NNC(=O)COc1ccc2ccccc2c1Br	2%	0%	11%
56	CCc1ccccc1NC(=O)/C(=C/c1ccccc1)c1ccccc1	5%	2%	?
57	CC(=O)c1cccc(S(=O)(=O)Nc2cccnc2)c1	-27%	-7%	9%
58	CCn1c(C)nc2cc(C(=O)NNC(=O)CN(C)S(=O)(=O)c3ccc(NC(C)=O)cc3)ccc21	/	/	5%
59	COc1cc(NC(=S)NC(=O)c2ccc(C)cc2C)ccc1NC(=O)c1cccs1	15%	12%	?
60	N#CCCn1c(=S)[nH]c2ccccc21	-17%	0%	17%

item	Sm TGR inh	HCMV inh	AmpC inh no detg
49	5%	-23	-11%
50	30%	-14	57%
51	-1%	-2	-13%
52	1%	-4	-15%
53	5%	-3	/
54	3%	24	-13%
55	5%	-30	-8%[2.29 µM]
56	9%	-13	-23%
57	2%	-6	-5%
58	/	5	-33%
59	-2%	?	-29%
60	0%	72	-6%

Continuation:
item	compound	Giardia FBPA inh	AmpC inh detg	HCV inh
61	CCOc1ccc(NC(=O)CC2C(=O)N(c3ccc(OCC)cc3)C(=S)N2C2CC2)cc1 (configuration not stated)	/	2%	/
62	CCOc1ccccc1NC(C)C(=O)Nc1cc(C(F)(F)F)ccc1N1CCOCC1 (configuration not stated)	16%	0%	-3%
63	COc1ccc(N2C(=O)CC(N3CCN(c4cccc(Cl)c4)CC3)C2=O)cc1 (configuration not stated)	-5%	2%	9%
64	Cc1ccc(OCCOC(=O)c2sc(=S)n(C)c2C)cc1	6%	-5%	-2%

item	Sm TGR inh	HCMV inh	AmpC inh no detg
61	-35%	7	-25%
62	5%	-17	25%
63	32%	4	77%[activator]
64	13%	-27	-14%
